# ADAM17 inh – ADAM17 inhibition, QFRET primary screen; P78536; recombinant ADAM17, EDANS/DABCYL FRET peptide cleavage; inhibition, % at 6.95 µM; hit rate 0.83% among 370,000; AID 720648;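 active means inhibition above the mean of compounds lying between control limits plus 3 SD, set per campaign, cut at about 8.5% in these data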;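 further: 0% = DMSO-only wells as the low control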
# ADAM10 inh – ADAM10 inhibition, QFRET primary screen. O14672. inhibition, % at 7 µM. recombinant ADAM10, EDANS/DABCYL FRET peptide cleavage, 3 h. hit rate 0.62% among 370,000;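 active means inhibition above a per-campaign cutoff equal to the mean of compounds falling between control-based bounds plus 3 SD, cut at about 20% in these data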;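 further: 0% = DMSO wells while the 100% control is not disclosed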
# Target sequence (O14672 214-748 limits assumed): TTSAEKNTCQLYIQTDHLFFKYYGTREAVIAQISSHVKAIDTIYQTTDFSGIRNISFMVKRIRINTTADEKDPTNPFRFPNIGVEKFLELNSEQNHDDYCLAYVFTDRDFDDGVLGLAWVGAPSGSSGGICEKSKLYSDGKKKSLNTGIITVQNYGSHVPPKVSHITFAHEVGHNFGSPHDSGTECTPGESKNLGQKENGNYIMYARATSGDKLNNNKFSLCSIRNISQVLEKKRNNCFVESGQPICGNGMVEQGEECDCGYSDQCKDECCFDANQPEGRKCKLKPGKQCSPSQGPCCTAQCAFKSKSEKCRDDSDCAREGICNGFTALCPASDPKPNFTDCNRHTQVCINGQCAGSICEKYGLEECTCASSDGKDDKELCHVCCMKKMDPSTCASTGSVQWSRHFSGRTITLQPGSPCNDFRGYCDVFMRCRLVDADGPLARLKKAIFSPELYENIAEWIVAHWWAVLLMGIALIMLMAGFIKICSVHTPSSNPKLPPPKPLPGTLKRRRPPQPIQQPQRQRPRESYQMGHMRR
# DDE Tn7 FP inh – DD(E)-Tn7 binding inhibition, primary FP screen; hit rate 0.13% among 370,000; P02675; FP displacement of FITC-Tn7 peptide from fibrin DD(E); 0% = median of compound wells per plate; inhibition, % at 8.3 µM;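 active means inhibition above the mean of compounds falling within the control limits plus 3 SD of them, cut at about 14% in these data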;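 further: 0% = plate median of compound wells and 100% = 10 µM Aha-Tn7 peptide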
#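 Measure: % inhibition scaled between sample-field median and high-control FP; Test system: human fibrin DD(E); Quantity: 2 µM final DD(E) protein; Doses: one dose, 8.3 µM nominal; Schedule: compound with protein 10 min, then 3 h after probe, room temperature; Detection: fluorescence polarization; Medium: Tris buffer with calcium and detergent, pH 7.8.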
# SIAE inh – human SIAE inhibition, primary screen. Q9HAT2. SIAE FP-Rh probe binding, fluorescence polarization. inhibition, % at 9.66 µM. hit rate 0.69% among 370,000. AID 1053197;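 active means inhibition above a cutoff: mean of compounds within the control limits plus 3 SD of those, cut at about 17% in these data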;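 further: 0% = plate median of compound wells and 100% = probe without SIAE protein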
# Target sequence (Q9HAT2 whole entry, looked up): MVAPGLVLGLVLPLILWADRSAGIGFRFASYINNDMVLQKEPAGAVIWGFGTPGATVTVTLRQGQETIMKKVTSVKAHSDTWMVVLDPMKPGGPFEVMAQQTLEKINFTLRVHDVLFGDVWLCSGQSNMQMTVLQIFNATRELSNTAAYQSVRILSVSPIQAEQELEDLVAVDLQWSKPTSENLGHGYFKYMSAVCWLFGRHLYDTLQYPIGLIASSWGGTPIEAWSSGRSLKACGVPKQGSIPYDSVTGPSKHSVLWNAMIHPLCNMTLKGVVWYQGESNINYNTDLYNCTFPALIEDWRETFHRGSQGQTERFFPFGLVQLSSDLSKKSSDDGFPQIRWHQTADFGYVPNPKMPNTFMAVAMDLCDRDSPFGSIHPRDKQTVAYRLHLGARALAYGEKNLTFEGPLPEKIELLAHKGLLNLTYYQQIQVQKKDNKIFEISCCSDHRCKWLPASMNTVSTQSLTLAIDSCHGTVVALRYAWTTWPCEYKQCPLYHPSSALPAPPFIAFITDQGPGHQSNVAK
# Tn6 DDE FP – DD(E)-Tn6 binding inhibition, primary FP screen. Fibrin DD(E) TRITC-Tn6 fluorescence polarization displacement. inhibition, % at 8.3 µM. P02675. hit rate 0.21% among 370,000;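 active means inhibition above a per-campaign cutoff: mean of compounds within control limits plus 3 SD, cut at about 15% in these data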;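 further: 0% = median of all compound wells on the plate and 100% = blocking peptide control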
# TDP2 absorb – blocks human TDP2 phosphodiesterase activity | O95551 | recombinant TDP2, T5PNP hydrolysis, p-nitrophenol absorbance 415 nm | inhibition, % at 12.8 µM | hit rate 0.34% among 370,000;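 active means inhibition above the mean of all tested compounds plus 3 SD, set per campaign, cut at about 25% in these data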;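 further: 0% = DMSO with enzyme and 100% = buffer with substrate but no TDP2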
#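 Evaluation: % inhibition relative to enzyme-containing and enzyme-free wells. Material: recombinant human TDP2. Benchmarks: enzyme-free and DMSO wells. Timing: enzyme reaction with compound for 2 h at 37 °C. Compound dosing: 12.8 µM only. Measured by: p-Nitrophenol epi absorbance. Reagent: T5PNP substrate at 5 mM, a TopII-DNA adduct mimic. Replication: single well per compound.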
# ARFGAP1 inh – rat ARFGAP1 inhibition. hit rate 0.26% among 360,000. Q62848. inhibition, % at 16.5 µM. Arfgap1-stimulated ARF1 GTP hydrolysis, GDP FP detection;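 active means inhibition above a per-plate limit, mean inhibition of low control wells plus 3 SD, cut at about 25% in these data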;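 further: 0% = DMSO wells with enzyme and 100% = wells lacking Arfgap1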
#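 System: truncated rat Arfgap1 GAP domain / Benchmarks: high control wells lacking Arfgap1, low control full reaction with DMSO / Times: compound-enzyme preincubation 20 min, reaction 120 min, detection 60 min, 25 °C / Repeats: one replicate per compound / Also added: human ARF1(Δ1-17)-GTP substrate / Measured by: Tracer-displacement fluorescence polarization with EDTA stop, 620/688 nm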
# ASAP1 GAP inh – ASAP1 ArfGAP inhibition; Q9ULH1; inhibition, % at 16.5 µM; ASAP1-stimulated ARF1 GTP hydrolysis, GDP FP detection; hit rate 0.19% among 360,000; in the data active means inhibition above about 25%;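 further: 0% = vehicle with enzyme and substrate and 100% = no enzyme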
# PLC-beta3 inh – blocks human PLC-beta3 enzyme activity | Purified PLC-beta3, fluorogenic substrate, fluorescence | hit rate 0.18% among 370,000 | inhibition, % at 12.2 µM | Q01970; in the data active means inhibition above about 11%;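 further: 0% = median of compound wells on plate and 100% = full blocker control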
# PLCg1 inh – inhibitors of human phospholipase C gamma1; P19174; purified PLC-gamma1, fluorogenic substrate, fluorescence; inhibition, % at 12.2 µM; hit rate 0.84% among 370,000; in the data active means inhibition above about 9.5%
# An asterisk follows results filed as active; i = inactive; / = not tested or not shown.
SMILES,ADAM17 inh,ADAM10 inh,DDE Tn7 FP inh,SIAE inh,Tn6 DDE FP,TDP2 absorb,ARFGAP1 inh,ASAP1 GAP inh,PLC-beta3 inh,PLCg1 inh
Cc1sc2nc(SCC(=O)N(C)c3ccccc3)n(C)c(=O)c2c1C,-4,0,-4,10,-6,10,5,1,-4,0
CCOC(=O)CN1CCCc2nc(C)c(C)cc21,-189,i,4,6,8,-5,8,-1,-349,-268
Cc1c(P(=S)(c2ccccc2)c2ccccc2)[n+]2ccccc2n1C/C=C/c1ccccc1,-3,-5,1,-1,-5,-9,7,8,1,4
COc1cc(-c2nc3oc4ccccc4c(=O)c3c(=O)n2Cc2ccco2)cc(OC)c1OC,-4,-2,-4,-11,1,-11,7,3,-7,-3
Cc1onc(-c2ccccc2)c1CNC(=O)C1COc2ccccc2O1 (stereo not given),3,7,7,15,-2,6,-2,-7,-5,3
COC(=O)CSc1nc2ccccc2o1,0,0,-2,1,7,-3,4,-8,-2,1
Cc1ccc(NC(=O)CN(C)S(=O)(=O)c2cccs2)c(Br)c1,2,0,-6,8,5,9,-2,2,-3,1
CCN(CC)S(=O)(=O)c1ccc(C)c(NC(=O)COC(=O)C=C(C)C)c1,1,-6,-6,0,3,-1,-3,13,-6,3
CC(C)Cn1c(/C=C/c2ccccc2)nc2ccccc21,-312,i,-8,-6,-12,-19,-4,8,i,-440
Cc1nc(C)c(C(=O)OCC(=O)Nc2ccccc2)s1,-1,0,-4,-7,0,6,12,1,1,-1
CCN1CCN(C(=O)c2cc3c(-c4ccc(Cl)cc4)nn(C)c3s2)CC1,-18,-82,-6,-4,1,-15,7,-4,-109,-71
Cn1cccc1/C=C1\SC(=S)N(Nc2ccccc2)C1=O,5,18,-9,11,-3,5,15,4,-10,3
COc1cc2cc(C(c3nnnn3C(C)(C)C)N3CCC(C)CC3)c(=O)[nH]c2cc1OC (stereo not given),-62,-242,2,-3,12,0,12,4,-28,-23
Cc1cccc(CSCCNC(=O)CCSc2ccccc2)c1,1,6,1,4,4,6,10,-1,-4,-2
C[C@@H]1CCCCO[C@H](CN(C)C(=O)c2ccncc2)[C@H](C)CN([C@@H](C)CO)C(=O)c2cc(NC(=O)c3ccccc3)ccc2O1,-5,-6,0,2,-2,4,0,-6,1,1
COc1ccc2nc(C)cc(NCc3ccc(F)cc3)c2c1,-70,-240,-16,-4,0,-9,-5,-5,i,i
O=C(NNc1cccc([N+](=O)[O-])c1)/C(=C\c1cccnc1)NC(=O)c1ccccc1,-2,3,-2,11,-2,7,-6,2,-4,4
Cc1ccc(S(=O)(=O)Nc2nc(C)cc(-n3nc(C)cc3C)n2)cc1,0,12,-2,10,10,1,4,-5,-86,-1
Cc1cc(C)c(C(=O)CC2(O)C(=O)Nc3ccccc32)cc1C (stereo not given),-2,-3,0,3,-6,-1,11,2,1,2
CC1CCc2c(sc(NC(=O)C3=COCCO3)c2C(N)=O)C1 (stereo not given),-28,-102,-7,-2,-13,-1,3,-5,-65,-45

# 3 compounds from above, arranged by molecular weight, rising:
SMILES,ADAM17 inh,ADAM10 inh,DDE Tn7 FP inh,SIAE inh,Tn6 DDE FP,TDP2 absorb,ARFGAP1 inh,ASAP1 GAP inh,PLC-beta3 inh,PLCg1 inh
Cc1cccc(CSCCNC(=O)CCSc2ccccc2)c1,1,6,1,4,4,6,10,-1,-4,-2
CCN1CCN(C(=O)c2cc3c(-c4ccc(Cl)cc4)nn(C)c3s2)CC1,-18,-82,-6,-4,1,-15,7,-4,-109,-71
Cc1ccc(NC(=O)CN(C)S(=O)(=O)c2cccs2)c(Br)c1,2,0,-6,8,5,9,-2,2,-3,1

# (more compounds)
SMILES,ADAM17 inh,ADAM10 inh,DDE Tn7 FP inh,SIAE inh,Tn6 DDE FP,TDP2 absorb,ARFGAP1 inh,ASAP1 GAP inh,PLC-beta3 inh,PLCg1 inh
COc1cc2c(C#CCCO)c(-c3ccc(C#N)cc3)oc(=O)c2cc1OC,-67,-252,3,-3,-3,0,9,21,-157,-122
COc1ccc2c(CC(=O)N[C@@H](Cc3ccccc3)C(=O)O)cc(=O)oc2c1C,-442,i,-7,-2,0,-9,-3,-8,-220,-158
Cc1ccc2nc(N3C(=O)C(O)=C(C(=O)c4ccco4)C3c3ccc(C)o3)sc2c1 (stereo not given),-5,0,2,-10,-9,15,-9,-5,-42,-23
C=CCSc1n[nH]c2nc3c(c(=O)n12)C1(CCCC1)Cc1ccccc1-3,-10,-39,-5,1,8,-18,-4,-3,-70,-49
CCn1c(SCC(=O)Nc2nncs2)nnc1-c1ccco1,-5,-3,5,5,-7,-2,-4,-2,-5,1
C/C(=N/NC(=O)CNC(=O)Cc1ccc(Cl)cc1)c1ccco1,-5,0,-1,1,-5,-3,-7,2,0,1
O=C(COc1ccc(Br)cc1)Nc1nnc(C2CC2)s1,-7,-8,5,-1,-10,3,2,4,-11,5
O=C(CSc1nc2[nH]c(=O)cc(O)c2s1)Nc1nccs1,-5,-28,1,-4,-9,2,0,8,-25,-5
Cc1cc(C)nc(SCC(=O)N(C)CC(=O)Nc2c(Cl)cccc2Cl)n1,-5,-1,-1,-4,5,-1,-18,5,-5,-1
CCOc1ccc(N2C(N)=NC(N)=NC2(C)C)cc1,-2,-2,0,3,3,-9,1,0,4,1
CCC(C)NS(=O)(=O)c1cccs1 (stereo not given),-4,5,8,1,0,9,-3,12,0,1
COc1cc2c3nnc(-c4ccc(F)cc4)c-3cn(Cc3ccc(F)cc3)c2cc1OC,-119,i,-4,-6,-5,3,15,13,i,-374
OC(c1ccc2ccccc2n1)c1c(Cl)cccc1Cl (stereo not given),-1,-1,4,-1,-1,5,13,-3,-9,0
CN(CC(=O)N1CCc2ccccc21)S(=O)(=O)c1cccs1,0,5,-5,3,16*,8,16,-3,4,6
COC(=O)C(Cc1ccc(OC(=O)c2ccccc2C)cc1)N1Cc2ccccc2C1=O (stereo not given),-3,3,0,2,-3,-1,-3,-3,0,-3
O=S1(=O)CCN(Cc2csc(-c3cccs3)n2)CC1,-7,-19,-7,-6,6,8,4,-4,-6,-2
CC(=O)O[C@H]1CC[C@@]2(C)C(CCC3C2CC[C@]2(C)OC(=O)CCC32)C1 (stereo not given in full),-1,-1,4,-3,-3,-3,14,8,-1,1
COC(=O)[C@]12C[C@H](CC(=O)N3CCC(c4ccccc4)CC3)C(=O)N(Cc3ccc(Cl)cc3Cl)C1=C[C@H](C1CCCC1)O[C@@H]2C,-5,-7,4,-1,4,10,/,/,0,1
CCn1c(SC)nnc1-c1ccc(S(=O)(=O)N2CCCCC2)cc1,-2,-4,-8,-1,-9,-14,-1,1,1,7
CC1(C)C(=O)Nc2ccccc2N1C(=O)COC(=O)Cn1cnc2ccccc2c1=O,-7,-5,4,0,14,2,3,-2,-6,-3
O=C(Nc1cccc2ncccc12)c1ccc2c(c1)OCCO2,-4,-6,-1,-4,-5,-16,5,3,2,6
O=C(CCNC(=O)c1ccc(Cl)cc1)NN1C(=O)NC2(CCCCC2)C1=O,1,-9,-5,-1,2,-12,-2,1,-4,-1
COCC(=O)N1CCC(n2nccc2NC(=O)CCOc2ccccc2)CC1,-1,-1,-5,-4,6,13,-4,-4,-7,1
COc1ccccc1C(=O)N1CCNC(=O)C1CC(=O)Nc1ccc(Cl)cc1 (stereo not given),6,-3,-3,-1,3,-1,-1,3,3,8
Cc1ccc(-c2cc(C(=O)N3CCCCC3)c3ccccc3n2)cc1C,-67,-216,-2,-3,-7,0,1,-9,-39,-18
CCC(C)(C)NC(=O)C(c1ccc(F)cc1)N(Cc1cccs1)C(=O)c1cnccn1 (stereo not given),0,1,-4,-2,-5,-13,1,-9,-5,2
CN(CC(=O)NCCC1=CCCCC1)S(=O)(=O)c1ccc2c(c1)CCC(=O)N2,1,-9,-4,-5,-8,10,-13,4,0,-2
O=C(O)c1c[nH]c2ccc(S(=O)(=O)N3CCN(c4ccc(F)cc4)CC3)cc2c1=O,3,1,-1,4,2,-4,8,3,3,3
CCOc1ccc(C(=O)OCC(=O)NCc2ccco2)cc1OCC,-1,-1,4,-1,1,-2,3,-19,-3,-1
O=C(COC(=O)/C=C/c1ccc(OC(F)F)cc1)Nc1ccc2[nH]c(=O)[nH]c2c1,1,2,7,-18,-1,-7,-10,-6,3,6
COc1ccc(/C=N/NC(=O)c2ccc(COCC(F)(F)C(F)F)cc2)cc1,-1,0,-1,3,2,0,6,4,-6,-8
COc1cc(Cl)c(C)cc1NC(=O)c1cc(S(=O)(=O)N(C)C)ccc1N1CCCC1,0,-4,-6,14,0,-8,-1,9,0,-4
CC(Oc1ccc(Cl)cc1Cl)C(=O)OCn1nnc2ccccc2c1=O (stereo not given),-4,-2,9,2,3,3,-1,-8,-6,0
CC(=O)Cn1ncc(Br)c(Br)c1=O,-2,-12,-4,3,5,-5,7,5,-4,-3
CC1CCN(C(=O)Cn2ncc3c([nH]c4ccccc43)c2=O)CC1,-2,0,4,-5,4,-12,0,-7,-4,3
Cn1cc(C(=O)c2ccc(F)cc2)cc1-c1nc2ccccc2n1C,-2,3,-5,-1,-6,-1,12,1,-65,-11
C[C@]1(OC(=O)/C=C/c2ccccc2)C[C@@H](O)[C@]2(O)C=CO[C@@H](O[C@@H]3O[C@H](CO)[C@@H](O)[C@H](O)[C@H]3O)[C@@H]21,-9,-12,-4,6,0,5,-4,2,0,-3
COc1ccc(N2CCN(C(=O)CSc3nnc(NC(=O)C4CCC4)s3)CC2)cc1,4,5,0,5,0,-12,-3,-2,-6,2
COC(=O)CCCNC(=O)c1ccc2oc(CCCc3ccccc3)nc2c1,1,10,3,0,-3,-22,1,8,6,0
O=C(O)c1cc2nc3c(c(C(F)(F)F)n2n1)CCc1ccccc1-3,-7,-4,9,0,-1,5,9,3,-107,-90
CC(C)Sc1cc(N2CCOCC2)nc(-c2ccc(Cl)cc2)n1,6,-9,0,0,-10,-2,0,2,5,-1
COc1ccc(C(C(=O)NC2CCCCC2)N(C(=O)Cc2c[nH]c3ccccc23)c2ccccc2)cc1OC (stereo not given),8,13,2,2,6,-2,-5,-8,4,0
CC[C@@]1(c2ccc(C)cc2)C(=O)N(C(=O)OC(C)C)N1C(=O)OC(C)C,5,4,-4,7,-2,-15,/,/,5,7
CC1(C)CC2CC(C)(CN2C(=O)COC(=O)c2n[nH]c(=O)c3ccccc23)C1 (stereo not given),-2,-3,6,-3,5,-2,0,-5,-1,2
CCOC(=O)C1C(=O)C=C(c2ccc(NS(C)(=O)=O)cc2)CC1c1ccco1 (stereo not given),-17,-54,1,-3,-3,-8,3,5,-219,-206

# Screening results deposited in PubChem by The Scripps Research Institute Molecular Screening Center.
